Screening data (PubChem BioAssay)
RSV CPE inhibition: inhibition of RSV-induced cytopathic effect – HEp-2 cells, primary 10 µM value included (AID 2391) | HEp-2 cells, RSV-induced CPE inhibition; higher % means a stronger effect | CPE inhibition, % at 10 µM; hits with a dose series show IC50 in µM | hit rate 0.13% among 310,000; in the data active = a potency from the dose series; inconclusive = CPE inhibition mostly from about 23% at the one dose, without a potency; inactive = the rest, 99 in 100 with CPE inhibition below about 21%; note: strong numbers were not always called active
Salmonella PhoP GFP: inhibitors of PhoP regulon expression, primary screen, Salmonella Typhimurium, GFP reporter (AID 1863); S. Typhimurium PhoP-regulated promoter GFP reporter, 4 h; higher % means a stronger effect; inhibition, % at 50 µM; hits with a dose series show IC50 in µM; hit rate 0.16% among 300,000;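 active = inhibition over 29.93%, a cutoff 3 SD above the screen mean, later confirmed by dose response; inconclusive = inhibition over 29.93% but no dose response follow-up; inactive = inhibition at most 29.93% or unconfirmed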;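 note: 0% = low Mg2+ inducing control and 100% = high Mg2+ repressing control; strong numbers were not always called active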
Large T inhibition: SV40 large T antigen inhibitors, biochemical (AID 1903); SV40 large T antigen ATPase/helicase inhibition assay; higher % means a stronger effect; inhibition, % at 20 µM; hits with a dose series show IC50 in µM; hit rate 0.39% among 310,000; in the data active = a potency from the dose series; inconclusive = inhibition mostly from about 32% at the one dose, without a potency; inactive = the rest, 99 in 100 with inhibition below about 32%; note: strong numbers were not always called active
human PMI inhibition: inhibitors of human PMI, primary screen, biochemical, fluorescence intensity, coupled assay (AID 1209); purified PMI enzyme, coupled fluorescence intensity; higher % means a stronger effect; one-dose inhibition, % at 20 µM; IC50 in µM for titrated hits; hit rate 0.42% among 190,000;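 note: plate controls were DMSO vehicle for no effect and wells lacking substrate for full effect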
PMI inhibition: human PMI inhibitors, high substrate, primary screen, biochemical, fluorescence intensity, high mannose 6-phosphate (AID 1220) | inhibition, % at 20 µM, or IC50 in µM where a hit was titrated | hit rate 0.66% among 190,000 | recombinant PMI enzyme, coupled fluorescence intensity; higher % means a stronger effect
Ins promoter up: MIN6 insulin promoter up-regulation | MIN6 insulin promoter-GFP reporter, high-content imaging; active compounds read high | z-score at 5 µM | hit rate 0.3% among 190,000;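 active = z-score above 3 at 5 µM with at least 500 cells counted in the well; inconclusive = wells under 500 cells, flagged as cytotoxic or low count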
West Nile antiviral: West Nile virus antiviral activity, cell-based, CPE readout (AID 1621). West Nile virus-infected cells, CPE inhibition; higher % means a stronger effect. CPE inhibition, % at 10 µM, or IC50 in µM where a hit was titrated. hit rate 0.02% among 290,000; in the data active = a potency from the dose series; inconclusive = CPE inhibition mostly from about 3.7% at the one dose, without a potency; inactive = the rest, 99 in 100 with CPE inhibition below about 2.2%; note: strong numbers were not always called active
TNAP activation fold: human TNAP enzyme activators, primary screen, biochemical, luminescent, no phosphate acceptor, uHTS (AID 1001); purified TNAP, luminescent activation assay, no phosphate acceptor; higher activation fold means a stronger effect; activation fold at 20 µM, or EC50 in µM where a hit was titrated; hit rate 0.03% among 200,000; in the data active = activation fold from about 3, or a potency from the dose series; inactive = the rest, 99 in 100 with activation fold below about 1.6; note: many of its hits are not listed in these tables
CSM14.1 death rescue: protection against thapsigargin-triggered cell killing – 384-well, CSM14.1, ATP luminescence, primary screen (AID 1222); 190,000 tested, under 10 active; CSM14.1 thapsigargin-induced death rescue, ATP luminescence; higher % means a stronger effect; cellular ATP content (survival), % at 20 µM, or EC50 in µM where a hit was titrated;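 active = EC50 below 50 µM in the dose-response confirmation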;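 note: death triggered by thapsigargin at about 15 µM added after 2 h compound pretreatment; cell ATP read after overnight thapsigargin exposure of roughly 18 to 22 hours; normalized against plate controls of thapsigargin alone and 5% DMSO vehicle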
Ins promoter up cell count: also measured in Ins promoter up; calls as there; cell count; measured here: cytotoxicity, nuclei count;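 total cells summed across four imaged fields per well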
* = called active by the depositor; u = inconclusive; x = not tested or not shown. Cut-off read from the data, not from the text of the source, unless noted: active = inhibition above about 50%; inactive = the rest. Compounds were not picked by outcome; overall some 1.5% were active at least once.

Screens in order: PMI inhibition	RSV CPE inhibition	Salmonella PhoP GFP	Large T inhibition	human PMI inhibition	TNAP activation fold	CSM14.1 death rescue	Ins promoter up	West Nile antiviral	Ins promoter up cell count
> O=C(COC(=O)CSc1ccc2ccccc2c1)NC1CCCC1
 : 1%	0.5%	-17%	-3%	1%	1.1	-4.6%	0.07	-0.3%	1460
> CCN(CC)CCCC(C)NC(=O)c1c(NC(=O)c2ccccc2)sc2c1CCCC2 (centres undefined)
 : x	-0.8%	9%	13%	x	x	x	x	21µM*	x
> CCOC(=O)c1ccc(Nc2ncnc3ccc(C)cc23)cc1
 : -4%	1.1%	-2%	16%	0%	1	-3.5%	-2	0.0%	1201
> Cc1cc(/C=C2/SC(=S)N(c3ccc([N+](=O)[O-])cc3)C2=O)c(C)n1-c1cccnc1
 : 5%	-0.2%	-9%	6%	8%	0.8	-2.0%	u	-2.0%	x
> CCOC(=O)N1CCN(C(=O)c2cc(-c3ccc(F)cc3)[nH]c2C)CC1
 : -10%	15%	-3%	13%	-9%	1.1	-3.4%	-0.25	-1.0%	1589
> O=C(CCCc1nc2ccccc2s1)N1CCN(c2ccccc2)CC1
 : 8%	1.1%	6%	6%	10%	0.9	0.7%	x	-1.3%	x
> CCCCOc1ccc(C(C)NC(=O)CCS(=O)(=O)Cc2ccc(Cl)cc2)cc1 (centres undefined)
 : -11%	0.9%	1%	1%	1%	1.2	-1.1%	-0.01	-0.8%	1594
> O=C1CC(=O)N(Cc2ccco2)C(=S)N1
 : -50%	2.5%	-17%	56µM*	-28%	1.2	-0.7%	0.9	0.8%	810
> CN(C)c1ccc(C(=S)N2CCN(c3ccc([N+](=O)[O-])cc3)CC2)cc1
 : x	5.2%	-3%	9%	x	x	x	0.12	0.4%	1306
> Cc1ccc(N(CC(=O)NC2CCCC2)C(=O)CCC(=O)Nc2nccs2)cc1C
 : x	5.6%	1%	7%	x	x	x	x	-0.6%	x
> Nc1ccc(Nc2ccc([N+](=O)[O-])cc2[N+](=O)[O-])cc1
 : -1%	8.8%	-4%	23%	2%	0.8	0.4%	-0.07	-0.8%	1139
> COc1ccc(NC(=O)C(C/C=C(/C)Cl)C(C)=O)cc1 (centres undefined)
 : 0%	0.6%	4%	7%	-2%	1.1	-0.9%	x	-0.3%	x
> CCOC(=O)/C(=N\O)C1=NC(C)(C)Cc2ccccc21
 : -11%	2.7%	-12%	5%	-2%	1	-1.9%	0.35	0.6%	1287
> CCOCC(O)CSCc1ccc(Cl)cc1 (centres undefined)
 : 6%	1.8%	4%	-1%	6%	1.1	-1.3%	-0.72	-0.2%	1908
> O=C(O)c1cc(-c2cccs2)nc2ccc(Br)cc12
 : x	3.6%	1%	16%	x	x	x	x	0.0%	x
> CCC(C)N1C(=O)/C(=C/c2c(NCCCOC(C)C)nc3c(C)cccn3c2=O)SC1=S (centres undefined)
 : 13%	4.9%	-48%	16%	16%	0.7	6.6%	x	0.1%	x
> O=C(CSc1nnc(SCc2cccc3ccccc23)s1)c1ccc2c(c1)OCO2
 : -2%	2.1%	-20%	19%	-3%	1.1	-2.0%	-0.59	x	1606
> CCOc1ccc(N2C(=O)CC(C(C)c3ccccc3)C2=O)cc1 (centres undefined)
 : x	3.1%	-4%	11%	x	x	x	x	-0.1%	x
> COc1cc(NC(=O)Nn2cnnc2)cc(OC)c1OC
 : x	2.1%	9%	6%	x	x	x	x	0.2%	x
> Cc1[nH]c2ccccc2c1C1=CN2CCS(=O)(=O)N=C2S1
 : -1%	0.6%	-7%	10%	-4%	1.1	1.2%	-0.24	1.0%	1125
> CCc1cccc2c(C=C(C#N)C#N)cn(CC(=O)N3CCCCC3)c12
 : 7%	-0.2%	-8%	2%	6%	1	-0.5%	x	0.1%	x
> COc1ccc(CCNC(=O)COc2cc(O)c3c(c2)OC(C)(C)CC3=O)cc1OC
 : x	4.4%	-7%	19%	x	x	x	x	-1.1%	x
> O=C(NN=C1CCCCCC1)c1ccc(Cl)s1
 : x	1.4%	5%	2%	x	x	x	x	-0.3%	x
> COc1cccc(/C=N/NC(=O)c2ccoc2C)c1O
 : x	2.3%	2%	10%	x	x	x	-0.11	0.1%	1057
> CCOc1ccccc1NC(=O)n1ncc2c(C)cccc21
 : x	2.7%	0%	9%	x	x	x	x	0.0%	x
> C/C(=N\NC(=O)CO/N=C(\C)c1cccs1)c1ccc(N)cc1
 : x	-1.1%	1%	15%	x	x	x	0.13	1.2%	1452
> O=C(c1cnn(C(=O)COc2ccc(Cl)cc2)c1)c1ccccc1O
 : 2%	9.0%	4%	15%	-4%	0.8	-4.6%	-0.05	-0.1%	1294
> CCn1c(=O)c(C(=O)Nc2ccsc2C(=O)OC)c(O)c2ccccc21
 : -18%	11%	-2%	-2%	-12%	0.9	1.0%	-0.41	-0.8%	1478
> COC(=O)c1ccccc1NC(=O)CSc1nc(N)cc(=O)[nH]1
 : 2%	3.5%	0%	23%	4%	1.1	-0.4%	-0.2	0.1%	1439
> COc1ccc(CN2C(=O)c3cccnc3C2=O)cc1S(=O)(=O)N1CCCCC1
 : x	-0.1%	1%	4%	x	x	x	x	0.5%	x

Screens in order: PMI inhibition	RSV CPE inhibition	Salmonella PhoP GFP	Large T inhibition	human PMI inhibition	TNAP activation fold	CSM14.1 death rescue	Ins promoter up	West Nile antiviral	Ins promoter up cell count
> Cc1ccccc1NS(=O)(=O)c1ccc2[nH]cc(C(=O)N(C)Cc3ccco3)c(=O)c2c1
 : 10%	2.0%	0%	10%	11%	1.1	-2.5%	-0.12	1.2%	1384
> O=C(COc1ccc(Br)cc1)N1CCNC1=O
 : x	1.9%	-5%	3%	x	x	x	x	0.3%	x
> Cc1cccc(N2CCN(C(=O)c3ccc4c(c3)NC(=O)C(CSCc3cccc(F)c3)N4)CC2C)c1 (centres undefined)
 : x	16%	1%	14%	x	x	x	x	0.4%	x
> COc1ccc(/C=C/C(=O)Nc2cccc(C(C)=O)c2)cc1
 : -5%	9.4%	-7%	4%	-2%	1	-4.9%	-0.04	0.1%	1413
> O=C(NC1CCCC1)c1ccc(Cl)c(S(=O)(=O)N2CCCCC2)c1
 : x	3.1%	-1%	5%	x	x	x	x	-0.1%	x
> O=C(CCCc1nc2ccccc2s1)NNC(=O)CCN1CCN(Cc2ccccc2)CC1
 : -1%	0.1%	-3%	13%	-1%	1.2	2.2%	-0.08	-0.1%	1212
> CC(C)c1ccccc1NC(=O)CN1C(=O)c2ccccc2C1=O
 : x	-2.4%	-3%	2%	x	x	x	x	-1.4%	x
> O=C(NCc1ccccc1)c1ccc(CSc2ccccc2)o1
 : 20%	7.3%	6%	16%	18%	1.1	0.4%	-0.12	-0.4%	1546
> O=C(CN1C(=O)NC2(CCCc3ccccc32)C1=O)NCc1ccco1 (centres undefined)
 : 8%	0.3%	-2%	16%	5%	1.1	-1.9%	0.37	0.1%	1525
> O=C(CN1C(=O)c2cccc3cccc1c23)Nc1ccccc1
 : 2%	3.9%	9%	8%	-13%	1.2	3.0%	-0.15	-0.5%	1039
> CCCn1c(C)cc(/C=C(\C#N)C(=O)OCC(=O)Nc2cc(OC)c(OC)c(OC)c2)c1C
 : 8%	2.7%	0%	17%	8%	1.1	-0.3%	0.55	0.1%	1627
> Nc1nc(SCC(=O)O)[nH]c(=O)c1NC(=O)c1ccco1
 : x	0.5%	-8%	25%	x	x	x	x	0.8%	x
> COC(=O)C(CCSC)NC(=O)C12CC3CC(CC(C3)C1)C2 (centres undefined)
 : 2%	0.3%	-3%	9%	-6%	0.9	3.1%	0.2	0.2%	917
> Cc1cc(C)c(S(=O)(=O)c2cc(F)ccc2C)c(Cl)n1
 : x	2.7%	11%	3%	x	x	x	x	-1.9%	x
> Cc1onc(-c2ccccc2)c1C(=O)N/N=C/c1ccc(O)c([N+](=O)[O-])c1
 : x	8.0%	2%	12%	x	x	x	x	-0.8%	x
> CCc1ccc(C(C)NC(=O)Cn2cnc3c(=O)n(C)c(=O)n(C)c32)cc1 (centres undefined)
 : -13%	4.8%	-9%	-1%	-11%	1.1	2.0%	x	-1.5%	x
> CCCC(=O)Nc1ccc(Cl)c(NC(=O)c2cccnc2Cl)c1
 : -4%	0.2%	-4%	5%	2%	1	2.6%	2.9	-0.1%	1522
> Cc1ccc(O)c(NC(=O)C2CC(c3cccc(Br)c3)=NO2)c1 (centres undefined)
 : x	1.2%	-1%	24%	x	x	x	x	-2.4%	x
> COCCC(=O)N1CCC(Oc2ccc(C(=O)NCc3ccon3)cc2)CC1
 : x	1.5%	4%	9%	x	x	x	x	-0.2%	x
> CCn1ccnc1CNC(=O)CC1C(=O)NCCN1Cc1ccccc1F (centres undefined)
 : 14%	1.3%	-8%	18%	1%	1.1	-1.8%	0.28	0.9%	1475
> COC(=O)c1sc(N)c(C(=O)OC)c1COC(=O)CNS(=O)(=O)c1ccc(C)c(C)c1
 : 23%	0.2%	-9%	13%	25%	1	-1.8%	-0.47	-0.7%	1280
> O=C(CC(=O)c1ccccc1)Nc1cccnc1
 : -10%	1.1%	17%	9%	-8%	0.9	-0.6%	-0.22	-0.1%	1111
> O=C(OCc1nc2ccc(Cl)cc2n1CCO)c1ccccc1
 : 14%	2.5%	3%	-19%	16%	1.2	-3.5%	x	-0.1%	x
> NC(=O)c1ccc(NC(=S)NCc2ccco2)cc1
 : 25%	3.1%	-6%	6%	24%	1.1	3.3%	0.54	2.2%	1262
> CCn1cc(CNC(=O)/C=C/c2ccc([N+](=O)[O-])cc2)c(C)n1
 : 2%	0.0%	19%	0%	10%	1.1	1.8%	x	-0.2%	x
> c1cncc(-c2nnc3n2N=C(c2cccs2)CS3)c1
 : -7%	0.8%	4%	5%	1%	1.2	-1.6%	-1.1	0.0%	1383
> S=C(NCC1CCCO1)Nc1cc(Cl)c(Cl)cc1Cl (centres undefined)
 : -4%	5.6%	3%	4%	0%	1	-1.1%	-0.75	-1.3%	1574
